Assay outcomes: PubChem BioAssay, Broad Institute
EWS-Fli block – blocks EWS/Fli oncoprotein-driven transcription; 0.67% of 350,000 active; inhibition, % at 12.6 µM; A673 NR0B1-luciferase reporter, viability-normalised; AID 651661;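 active = mean inhibition of at least 50% after viability correction, with every replicate also passing that limit; inconclusive = mean reaches 50% but only one of two replicates passes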;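 also: firefly luciferase signal divided by Alamar Blue viability fluorescence both relative to DMSO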
LGR2 antag – blocks bursicon-induced cAMP signaling via Drosophila LGR2; HEK293 LGR2, CRE-luciferase, bursicon-stimulated, 4 h; 0.35% of 380,000 active; inhibition, % at 9.99 µM;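 active = drop in luminescence signal, shown as inhibition above about 50% in the replicate tests, limit read from the data, passing the limit was not always enough; inconclusive = probably only some replicates passing the limit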;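 also: agonist challenge used bursicon conditioned medium at about half maximal strength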
PAX8 reporter – inhibitors of PAX8 transcriptional activity in RMG-I cells; AID 652154; RMG-I TPO-luciferase reporter, SteadyGlo, 24 h; 1.2% of 360,000 active; inhibition, % at 12.6 µM;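 active = mean replicate inhibition at least 60% with every replicate also reaching 60%; inconclusive = only one of the two criteria is met; inactive = mean below 60% and not all replicates reaching 60%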;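 also: luciferase light reporting Pax8 driven TPO promoter activity; plate controls were median of neutral control wells for no effect and mitoxantrone controls for full effect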
DENV2 CPE rescue – inhibitors of DENV2 cytopathic effect. DENV2-infected cells, cytopathic effect rescue, plate reader. CPE inhibition, % at 9.99 µM. 1.7% of 350,000 active; in the data active = CPE inhibition above about 20%, passing the limit was not always enough; inconclusive = no clear call, values can overlap the other calls; tested in BHK-21 cells;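 also: 0% = median of neutral control wells and 100% = median of positive control wells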
ARNT-TACC3 inh – disrupts binding between human ARNT and TACC3 | AID 623870 | inhibition, % at 9.99 µM | AlphaScreen His-ARNT PAS-B/GST-TACC3 binding, luminescence; TACC3 fragment carries E629A point mutation | 0.66% of 390,000 active;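 active = mean inhibition of replicates at least 50% and at least half of replicates each reaching 50%; inconclusive = half or more replicates reach 50% but mean below 50%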;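 also: 0% = complete ARNT plus TACC3 wells and 100% = ARNT alone without TACC3; many hits fall short of the cut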
CASP6 VEID inh – inhibitors of human caspase-6. AID 686996. inhibition, % at 12.5 µM. purified caspase-6, Z-VEID-R110 cleavage fluorescence. 0.53% of 350,000 active. P55212;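 active = mean inhibition across replicates at least about 35%, with every replicate also reaching that limit, limit read from the data; inconclusive = only one of the two criteria met; inactive = neither criterion met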;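 also: 0% = median of neutral control wells and 100% = no fluorescence left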
Target sequence (P55212 24-179 limits assumed): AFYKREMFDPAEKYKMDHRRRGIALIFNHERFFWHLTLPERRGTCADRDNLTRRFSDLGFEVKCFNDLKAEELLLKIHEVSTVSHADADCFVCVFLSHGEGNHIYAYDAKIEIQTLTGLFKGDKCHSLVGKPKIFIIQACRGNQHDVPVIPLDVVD
Target sequence (P55212 194-293 limits assumed): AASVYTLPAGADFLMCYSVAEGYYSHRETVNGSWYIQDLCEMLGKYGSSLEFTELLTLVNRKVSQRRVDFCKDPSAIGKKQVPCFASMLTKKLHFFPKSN
SIRT5 block – sirtuin-5 (human) deacylase inhibition; Q9NXA8; Purified SirT5, succinyl-peptide AMC, trypsin-coupled fluorescence; inhibition, % at 15 µM; 1.1% of 330,000 active; AID 652115; in the data active = inhibition above about 15%; inconclusive = no clear call, values can overlap the other calls
Target sequence (Q9NXA8 whole entry, looked up): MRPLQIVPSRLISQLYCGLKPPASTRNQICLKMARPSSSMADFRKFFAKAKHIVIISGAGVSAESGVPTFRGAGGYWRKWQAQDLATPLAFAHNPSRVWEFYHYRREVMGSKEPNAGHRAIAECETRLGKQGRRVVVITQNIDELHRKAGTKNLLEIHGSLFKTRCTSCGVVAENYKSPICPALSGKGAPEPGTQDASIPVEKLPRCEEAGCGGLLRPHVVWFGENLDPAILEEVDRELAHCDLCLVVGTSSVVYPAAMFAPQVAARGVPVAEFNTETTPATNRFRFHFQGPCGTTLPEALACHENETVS
Active calls of the source: *; ? = inconclusive; . = no result given.

SMILES	EWS-Fli block	LGR2 antag	PAX8 reporter	DENV2 CPE rescue	ARNT-TACC3 inh	CASP6 VEID inh	SIRT5 block
C[C@H]1CN([C@@H](C)CO)C(=O)c2cc(NS(=O)(=O)c3ccc(F)cc3)ccc2O[C@H]1CN(C)Cc1ccc(-c2ccccc2)cc1	11	14	.	-8	11	1	10
COc1ccc2c(c1)C=C([C@@H]1C[C@H]3CN(c4ccccc4)C(=O)[C@]34CCCN14)CO2	12	0	13	6	10	1	-1
O=C(C[C@@H]1CC[C@@H]2[C@H](COC[C@H](O)CN2S(=O)(=O)c2cccc(Cl)c2)O1)NC1CCCC1	8	6	1	-10	9	-3	3
COc1cccc(S(=O)(=O)Nc2ccc3c(c2)OC[C@H](C)N(C(=O)Cc2cccnc2)C[C@H](C)[C@H](OC)CN(C)C3=O)c1	5	-7	2	.	-1	.	.
O=C(Nc1nnc(C2CCCCC2)s1)C1CC(=O)N(c2ccc(F)cc2)C1 (stereo not given)	9	8	10	-4	-3	-4	-6
O=C(NC1CCCC1)C(c1ccsc1)N(C(=O)Cc1cccs1)c1ccccc1 (stereo not given)	6	-18	.	-4	-1	.	-2
O=C(Nc1ccccc1)Nc1ccncc1	-12	3	-26	4	3	1	-5
Cc1nn(C)cc1NC(=O)C[C@H]1CC[C@@H]2[C@H](COc3ccc(NC(=O)Nc4cccc(Cl)c4)cc3C(=O)N2C)O1	-4	-23	6	1	6	-1	-8
COc1ccccc1N1CCN(S(=O)(=O)c2ccc(Cl)s2)CC1	7	7	.	13	0	5	2
O=C(NC1CCCC1)C1CCCN(S(=O)(=O)c2ccc(F)cc2)C1 (stereo not given)	7	1	7	11	23	5	-3
CC(=O)c1ccc(N2CCN(C(=S)Nc3ccc(Oc4ccccc4)cc3)CC2)cc1	9	31	20	0	-5	11	-3
Cc1ccc(CN(C)CC(=O)Nc2ccc3c(c2)CCC3)cc1	4	-14	-13	7	-7	6	-3
Cc1cccc(S(=O)(=O)N2C[C@H](O)COC[C@@H]3O[C@@H](CC(=O)NCCCN4CCOCC4)CC[C@H]32)c1	-7	2	-11	-17	-2	1	3
Cn1c(=O)c2[nH]c(CCCc3nc4ccccc4[nH]3)nc2n(C)c1=O	3	23	1	-11	.	-2	-1
CCOc1ccc(NC(=S)Nc2ccc(OCC)cc2)cc1	4	-2	5	-3	-10	-4	-3
CCn1c(CNC(=O)c2cc(OC)c(OC)c(OC)c2)cc2cc(C)ccc21	20	-5	29	-3	2	-3	-4
Oc1c(C=Nc2ccccc2)sc2ccccc12	-87	?	-4	0	-2	3	-5
COc1ccc(N2C(=O)CC(Sc3nnnn3-c3ccc(F)cc3)C2=O)cc1 (stereo not given)	13	-18	95*	2	-1	-2	3
CCCCNC(=O)C1C(c2ccccc2)=Nc2ccccc2N1C(=O)c1ccc2c(c1)OCO2 (stereo not given)	-47	-41	-41	-10	.	0	-1
COc1ccc(OC)c(NC(=O)NNC(=O)COc2ccc([N+](=O)[O-])cc2)c1	.	8	4	?	-8	0	0
COc1cccc(OC)c1C(=O)OCC(=O)NCCNC(=O)COC(=O)c1c(OC)cccc1OC	-14	7	4	-8	.	-47	.
Cc1cc(C)n(-c2nc3ccccc3nc2N2CCN(C(=O)c3ccc(Cl)cc3)CC2)n1	25	-4	.	-10	-10	2	0
CCCN1C[C@@H](C)[C@H](OC)CN(C)C(=O)c2cc(NC(=O)Nc3ccccc3F)ccc2OC[C@@H]1C	0	-12	-15	4	-1	.	0
CN(C)c1ccnc(Nc2ccc(O)cc2)c1C#N	1	12	31	1	2	4	-3
O=C1CCCCN1CC(=O)N1CCCC(Nc2ccc(F)c(F)c2)C1 (stereo not given)	4	-5	4	11	3	-4	-1
CO[C@H]1CC[C@H]2CCN(C)C(=O)C[C@@H](c3ccccc3)CN(C)C(=O)c3cc(C#N)ccc3OC[C@H]1O2	0	2	12	7	-7	5	0
C[C@H](CO)N1C[C@H](C)[C@H](CN(C)S(=O)(=O)c2ccc(Cl)cc2)Oc2ccc(NC(=O)Nc3ccc(C(F)(F)F)cc3)cc2C1=O	1	1	.	10	1	2	4
Cc1cccc(N2CCN(S(=O)(=O)c3cccc4nonc34)CC2C)c1 (stereo not given)	8	.	3	5	-20	2	2
COc1ccccc1NC(=O)c1ccc2[nH]c(C)c(C)c2c1	-218	-34	-175	17	0	-2	-5
COc1ccc(C(=O)Cn2cc[n+](C)c2)cc1	-11	13	-6	-1	7	-2	-5
COc1ccc(CN(C)C[C@H]2OCCCC[C@H](C)Oc3ccc(NC(=O)Nc4ccc(C(F)(F)F)cc4)cc3C(=O)N([C@@H](C)CO)C[C@H]2C)cc1	67*	.	106*	-1	20	-2	8
COC(=O)[C@H]1C[C@@H]1[C@H](NS(=O)(=O)c1ccccc1)c1ccccc1	0	-1	12	4	-2	1	.
CCCNC(=O)[C@H]1[C@H](CO)[C@H]2Cn3c(ccc(-c4cccnc4)c3=O)[C@H]2N1CCC	1	1	-4	0	0	2	1
Cc1ccc(-c2nnc(SCC(=O)NC3CCCc4ccccc43)n2N)cc1 (stereo not given)	.	7	13	.	1	.	.
CNC[C@@H]1OCCCC[C@@H](C)Oc2ccc(NC(=O)Nc3ccc4c(c3)OCO4)cc2C(=O)N([C@H](C)CO)C[C@H]1C	4	-5	-19	.	.	.	.
O=C(N/N=C/c1cccnc1)c1ccc(NC(=O)c2cccc(Cl)c2)cc1	-3	14	15	-6	-5	-1	-3
CC(C)NC(=O)c1cc(C2CCCCN2C(=O)OCCF)on1 (stereo not given)	-4	10	-1	15	.	2	-4
O=C(c1ccccc1[N+](=O)[O-])N1CCc2ccccc2C1	.	-19	-6	.	-6	.	.
Cc1cc2nc3s/c(=C/c4ccc(-c5ccccc5C(=O)O)o4)c(=O)n3c2cc1C	-1	-3	27	2	-1	36*	-4
C[C@@H]1CN([C@@H](C)CO)C(=O)c2cc(NS(=O)(=O)c3ccc(F)cc3)ccc2O[C@@H](C)CCCCO[C@H]1CN(C)C(=O)NC1CCCCC1	11	-11	7	9	.	4	2
CCCC(=O)Nc1ccc(C(=O)COC(=O)C2CC2)cc1	-48	-6	-77	5	-2	1	1
CCS(=O)(=O)Nc1ccc2c(c1)OCO2	1	-6	-28	8	13	15	-1
CCc1cc(CNC(=O)c2cc(COc3ccc(C)nc3)on2)on1	-45	-36	-140	-5	2	1	-2
C[C@@H]1CN([C@@H](C)CO)C(=O)c2cc(NC(=O)C3CCCCC3)ccc2O[C@@H]1CN(C)S(C)(=O)=O	1	22	5	4	-2	6	-2
COc1ccc(C(CNC(=O)C(CCSC)NC(=O)c2ccccc2Cl)N2CCOCC2)cc1 (stereo not given)	-5	-1	-13	2	-17	-4	0
COc1ccccc1CNC(=O)OCc1nccnc1C(=O)Nc1ccc(Br)cn1	-19	-18	-20	7	-3	-1	-4
N#CCC(=O)N1CCCCCC1	-42	-1	12	?	-4	-4	-2
COc1ccc(-c2cccc(NS(=O)(=O)c3cc([N+](=O)[O-])ccc3Cl)c2)nn1	-4	-6	-1	0	0	11	6
C/C=C/c1ccc([C@H]2[C@@H](CO)N3C(=O)CN(C(=O)CC4CC4)C[C@@H]23)cc1	-7	6	.	-6	.	1	1
S=C(NCc1cccs1)NCC1CCCO1 (stereo not given)	-9	9	13	-3	-6	1	-2
C[C@@H]1CCCCO[C@@H](CN(C)Cc2ccc(C(=O)O)cc2)[C@@H](C)CN([C@@H](C)CO)C(=O)c2cc(NC(=O)c3ccncc3)ccc2O1	-15	-1	4	-10	-25	0	0
CC(C)c1onc(C(=O)NCc2ccccn2)c1[N+](=O)[O-]	-7	13	-5	.	.	-2	-5
O=C(N[C@@H]1CC[C@@H](CCn2cc(C3(O)CCCC3)nn2)O[C@@H]1CO)c1ccccc1F	3	-17	0	5	-6	1	-3
CCN(CC(=O)NCc1ccc(F)cc1)C(=O)/C=C/c1ccc(OC)c(S(=O)(=O)NC(C)C)c1	.	-4	49	1	6	0	-1
O=C(NCCn1cc(SCc2ccc(F)cc2)c2ccccc21)c1c(F)cccc1F	-14	18	2	8	-4	2	-11
CCOC(=O)Cc1nn(C)c(=O)c2ccccc12	7	7	.	2	-2	-2	-2
CCOc1ncccc1C(=O)OCC(=O)NC1CCCCC1	1	-3	1	-6	-1	-1	-2
C(=NNc1nnn(Cc2ccccc2)n1)c1ccccc1	29	-7	20	10	.	1	.
Cc1ccc(-c2nn(-c3ccccc3)cc2C(=O)NC2CCC(O)CC2)cc1 (stereo not given)	-39	-16	-42	0	2	-2	-5
S=c1nc(-c2ccccc2)n(CCCn2ccnc2)c2c1CCCC2	-3	7	18	-6	-12	-7	4

Full records from above:
COc1ccccc1CNC(=O)OCc1nccnc1C(=O)Nc1ccc(Br)cn1 is listed with EWS-Fli block: -19; LGR2 antag: -18; PAX8 reporter: -20; DENV2 CPE rescue: 7; ARNT-TACC3 inh: -3; CASP6 VEID inh: -1; SIRT5 block: -4
C[C@@H]1CCCCO[C@@H](CN(C)Cc2ccc(C(=O)O)cc2)[C@@H](C)CN([C@@H](C)CO)C(=O)c2cc(NC(=O)c3ccncc3)ccc2O1 is listed with EWS-Fli block: -15; LGR2 antag: -1; PAX8 reporter: 4; DENV2 CPE rescue: -10; ARNT-TACC3 inh: -25; CASP6 VEID inh: 0; SIRT5 block: 0

Remaining list, next part
SMILES	EWS-Fli block	LGR2 antag	PAX8 reporter	DENV2 CPE rescue	ARNT-TACC3 inh	CASP6 VEID inh	SIRT5 block
COc1ccc(CN2CCN(C(C)C(=O)N3CCc4ccccc43)CC2)cc1OC (stereo not given)	-1	-8	30	5	.	.	-1
Cc1ccccc1S(=O)(=O)N(C)C[C@H]1OCc2ccccc2-c2c(n(C)c3ccccc23)C(=O)N([C@@H](C)CO)C[C@H]1C	0	-24	.	.	9	.	.
COc1ccc2c3c(n(C)c2c1)[C@@H](CO)N(Cc1cccnc1)CC31CCN(C(=O)NC(C)C)CC1	-3	-8	.	-16	.	1	0
COc1ccc(N=C2SCC(c3ccc([N+](=O)[O-])cc3)=NN2CCO)cc1	-1	17	12	-9	7	1	-1
CC(C)(C)C1=Nn2c(nnc2-c2ccccc2F)SC1	10	.	.	-5	-10	-2	8
CC1C(=O)Nc2ccc(S(=O)(=O)N3CCCCCC3)cc21 (stereo not given)	-5	-3	-2	-4	.	-2	0
CN(C)C(=O)COc1ccc(Br)cc1	.	18	2	.	2	.	.
COc1ccc(CC(N)c2csc(NC(=O)Nc3ccccc3Oc3ccccc3)n2)cc1 (stereo not given)	26	2	3	-8	.	1	-3
COCC(=O)N(C)C[C@@H]1Oc2cc(C#C[C@H](C)O)ccc2S(=O)(=O)N([C@H](C)CO)C[C@H]1C	3	-10	.	1	-2	1	-3
COc1ccc(S(=O)(=O)c2c[nH]c(=S)[nH]c2=O)cc1Cl	-1	4	-6	5	-6	23	0
CCCOc1ccc(CCC(=O)N/N=C/c2ccncc2)cc1	4	4	13	0	.	4	1
N#Cc1ccccc1S(=O)(=O)N1CCN(c2cnccn2)CC1	5	-17	-6	1	1	-3	-5
N#Cc1ccc(-c2ccc3c(c2)[C@@H]2[C@@H](CCN2S(=O)(=O)c2cccc(F)c2)[C@@H](CO)N3)cc1	-12	4	1	-10	-28	-1	0
COc1cccc(-c2cnc3c(NC=O)cc(-c4ccoc4)cn23)c1	-2	3	-11	-10	.	4	0
CCOc1ccc2nc(NS(=O)(=O)c3cccs3)sc2c1	-36	.	-24	0	-4	1	1
O=C(NC1CCCc2ccccc21)c1ccccc1OC(F)F (stereo not given)	15	-4	-6	-6	0	1	-1
NC(Cc1ccc(OC(F)F)cc1)C(=O)O (stereo not given)	-2	8	8	-4	0	-1	1
CN1c2ccc(Br)cc2[C@@H]2[C@@H](CCN2C(=O)Cc2ccccc2)[C@H]1CO	-1	0	-5	.	-20	.	.
Cc1ccc(NC(=O)CN(C)C(=O)c2cccnc2Nc2cccc(C(F)(F)F)c2)cc1	0	-12	17	-4	2	1	0
O=C(Nc1ccccc1Cl)c1ccccc1Cl	-15	4	.	-2	-4	0	1
